CF NFkB inh – inhibitors of cystic fibrosis induced NF-kB. KKLEB NF-kB-GFP reporter, PAF-induced, GFP fluorescence overnight. inhibition, % at 5 µM. actives 0.86% (n = 360,000). AID 588850;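 active = at least 50% inhibition at 5 µM, scaled per plate between neutral and stimulator controls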;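 note: PAF is a Pseudomonas aeruginosa culture filtrate used as stimulus; plate controls were PAF-stimulated DMSO wells for no effect and unstimulated DMSO wells for full effect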
C8 TRAIL sens – sensitizes caspase-8 expressing cells to TRAIL; AID 624354; inhibition (viability loss, TRAIL sensitization), % at 10 µM; NB7+C8 cells + TRAIL, ATPlite viability luminescence; actives 1% (n = 360,000);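 active = compounds causing at least 50% loss of cell viability in the single-dose screen, relative to plate controls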
Shn3 inh set2 – reduces Shn3 3'UTR luciferase signal in osteoblasts; Clone20 osteoblast Shn3 3'UTR firefly luciferase, 24 h; inhibition, % at 12.5 µM; actives 0.52% (n = 360,000); AID 588674;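 active = mean inhibition of at least 75% with every replicate also reaching 75%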;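 note: 0% = median of neutral control wells and 100% = pilot-screen positive control compound; some compounds past the cut are filed as inactive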
TROY signal inh – inhibitors of TROY-dependent NF-kB signaling | inhibition, % at 10 µM | Q293 LMP1-TROYcd NF-kB luciferase reporter, 4 h | actives 0.98% (n = 360,000);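 active = compounds whose plate-normalised and pattern-corrected inhibition of the luciferase reporter signal at the single screening dose is 50% or more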
MITF TRPM1 inh – MITF TRPM1 promoter inhibition in SK-MEL-5 cells; actives 0.83% (n = 330,000); SK-MEL-5 TRPM1 promoter luciferase, 24 h; AID 488899; inhibition, % at 12.5 µM;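 active = mean inhibition across replicates of 60% or more, whatever share of single replicates reaches that level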; note: values of inactives mirror those of a sister screen read the other way
NR2E3 ag-1 – agonists of human nuclear receptor NR2E3 | Q9Y5X4 | GST-NR2E3/biotin-RetCOR TR-FRET, 1536-well | inhibition of corepressor binding, % at 4.78 µM | actives 0.12% (n = 320,000) | AID 2300;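 active = percent inhibition above the cutoff of mean plus 3 SD of all tested compounds, set per screening campaign, cut at about 20% in these data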;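 note: 0% = DMSO wells and 100% = biotin wells as full block of FRET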
Target sequence (Q9Y5X4 whole entry, looked up): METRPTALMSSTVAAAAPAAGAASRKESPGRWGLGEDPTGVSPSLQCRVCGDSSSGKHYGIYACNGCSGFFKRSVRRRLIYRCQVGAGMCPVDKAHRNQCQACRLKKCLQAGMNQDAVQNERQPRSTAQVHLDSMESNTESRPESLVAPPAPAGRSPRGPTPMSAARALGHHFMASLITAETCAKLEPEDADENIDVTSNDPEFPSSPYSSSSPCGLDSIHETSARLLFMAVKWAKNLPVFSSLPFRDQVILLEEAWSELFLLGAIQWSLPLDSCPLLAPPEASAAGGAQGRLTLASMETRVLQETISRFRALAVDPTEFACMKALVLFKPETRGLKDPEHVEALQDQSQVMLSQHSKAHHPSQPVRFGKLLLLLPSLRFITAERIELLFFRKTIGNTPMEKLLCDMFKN
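System: GST-tagged NR2E3 plus biotinylated RetCOR corepressor; Amount: 1.35 nM GST-tagged NR2E3 final; Dosing: single nominal compound dose of 4.8 µM; Schedule: 5 h incubation at 4 °C; Technique: TR-FRET with europium anti-GST and streptavidin-D2, 340 nm excitation; Controls: biotin wells as high control, 0.6% DMSO wells as low control.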
HIF-2a inh – blocks HIF-2a reporter activity; 786-0 RCC cells HIF-2a reporter, luciferase luminescence, overnight; actives 0.72% (n = 360,000); AID 624352; inhibition, % at 18.8 µM;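 active = inhibition of the luminescence signal of 40% or more relative to plate controls, in a single-dose primary screen at 18.75 µM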
KKLEB tox – reduces viability of KKLEB cystic fibrosis airway cells. activity change (cytotoxicity), % at 5 µM. KKLEB CF airway cells viability, ATPlite luminescence, overnight; hits give low values; cells stimulated with P. aeruginosa culture filtrate. actives 0.36% (n = 360,000);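 active = corrected activity change at or below -50% at 5 µM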
Peg3 prom inh – inhibitors of Peg3 promoter; HeLa PEG-Prom luciferase reporter, luminescence, overnight; inhibition, % at 20 µM; actives 1.7% (n = 360,000);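 active = inhibition of at least 50% at 20 µM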
TWEAK-Fn14 inh – blocks TWEAK-Fn14 interaction in a reporter cell assay; AID 1159606; actives 2% (n = 360,000); inhibition, % at 10 µM; TWEAK-stimulated Fn14 reporter cells, luciferase luminescence, 8 h; in the data active = inhibition above about 50%
NR2E3 ag-2 – human photoreceptor-specific nuclear receptor agonism. Q9Y5X4. CHO-S Gal4-NCOR/VP16-NR2E3 two-hybrid, luciferase. inhibition of corepressor binding, % at 3.98 µM. actives 0.35% (n = 360,000). AID 602229;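 active = inhibition above the mean of all tested compounds plus 3 SD, cut at about 70% in these data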;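 note: 0% = DMSO with NR2E3 transfected cells and 100% = cells lacking NR2E3 construct; higher means lower luciferase signal from less NR2E3 corepressor binding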
Numbers without * were called inactive; x = no result given.

entry	SMILES	TROY signal inh	Shn3 inh set2	MITF TRPM1 inh	NR2E3 ag-2	HIF-2a inh	CF NFkB inh
1	COCCCNC(=O)c1cc(C)nc2ccc(F)cc12	9	1	8	-18	4	-5
2	COc1cc(OC)cc(C(=O)Nc2ccc(C(=O)Nc3ccccc3OC)cc2)c1	13	4	1	7	-9	-3
3	COc1ccccc1NC(=O)Nc1cc(C(C)C)ccc1C	6	5	0	-17	-20	-5
4	CN1C(=O)CC(N2CCN(CCN=CC3=C(O)CC(C)(C)CC3=O)CC2)C1=O (configuration not stated)	10	-32	3	8	14	4
5	CCOCC(=O)Nc1cccc(Br)c1	-15	6	-12	-7	-22	-11
6	CCc1cccc(CN2CCC(CNC(=O)Nc3ccc(Cl)cc3)CC2)c1	-7	-1	-4	-3	10	-5
7	CC(=O)c1cn(-c2ccc([N+](=O)[O-])cc2)c(=O)n(C)c1=O	-1	1	0	-17	19	-5
8	CCCc1c(-c2ccccc2Br)ncn1Cc1ccccc1OC	21	x	x	-11	-69	x
9	COc1ccccc1C(=O)Nc1ccc2c(c1)nc(CCNC(C)=O)n2C	-25	-24	-63	-25	-181	-4
10	Nc1nc(COC(=O)c2ccc3c(c2)OCCO3)nc(Nc2ccccc2)n1	14	-13	0	1	-10	19
11	Oc1ccccc1C1=NN(c2ccccc2)C(c2ccc(F)cc2)C1 (configuration not stated)	2	-5	-28	-19	-18	15
12	CC(=O)NCC(=O)NC(Cc1ccccc1)C(N)=O (configuration not stated)	15	-3	0	-6	11	-6
13	O=S(=O)(c1cccc(S(=O)(=O)N2CCC(n3nnc4ccccc43)CC2)c1)N1CCCCC1	4	-1	-4	-7	17	5
14	CCNS(=O)(=O)c1ccc(NC(=O)c2cccnc2)cc1	-14	-45	15	0	-3	14
15	COCC1CCCN(Cc2nc(C(c3ccccc3)c3ccccc3)no2)C1 (configuration not stated)	-2	-18	2	-8	8	-7

entry	NR2E3 ag-1	C8 TRAIL sens	KKLEB tox	TWEAK-Fn14 inh	Peg3 prom inh
1	2	-10	-14	8	10
2	x	3	10	5	31
3	x	7	1	4	13
4	3	-13	-2	8	-1
5	2	-14	6	1	-7
6	3	3	-1	-19	9
7	-1	19	8	3	3
8	x	11	x	-3	x
9	2	23	7	-12	-173
10	1	4	-12	24	8
11	x	21	0	-24	6
12	3	1	11	-6	5
13	2	20	5	-13	14
14	1	-6	-9	28	18
15	-2	1	0	1	8

(listing goes on)
entry	SMILES	TROY signal inh	Shn3 inh set2	MITF TRPM1 inh	NR2E3 ag-2	HIF-2a inh	CF NFkB inh
16	Cc1cc(NC(=O)CCC(=O)N(c2ccc(F)cc2)C(C(=O)NC2CCCC2)c2ccncc2)no1 (configuration not stated)	7	4	1	-18	20	4
17	Cc1[nH]c2ccccc2c1/C=N/NS(=O)(=O)c1ccccc1	6	-1	-7	-17	3	6
18	Cc1cccc(N2CN(S(=O)(=O)c3cccc([N+](=O)[O-])c3)c3nc4ccccc4nc32)c1	42	20	-1	-5	-4	2
19	O=c1c2ccccc2nc2n1CCCCN2	-8	5	-13	-14	7	-11
20	O=C(CCNS(=O)(=O)c1ccccc1Cl)OCc1nnc(-c2ccccc2Cl)o1	-1	-9	-15	-17	-14	-16
21	CC1CCC2C(=O)N(c3cccc(C(=O)Nc4ccccc4Cl)c3)C(=O)C2C1 (configuration not stated)	9	12	11	-17	5	-2
22	COc1ccc(NC(=O)CSc2nnc(-c3ccco3)n2N)cc1Cl	-10	-9	-4	-26	-18	-1
23	CC1CCCN(C(=O)CN2C(=O)c3ccccc3C2=O)C1 (configuration not stated)	-7	-18	3	-2	12	0
24	CC12CCCCC1N(O)C(=O)C(=O)N2O (configuration not stated)	-2	-6	-5	-27	26	8
25	Cn1cccc1Cc1nnc(SCC(=O)NC2CCCCC2)n1-c1ccc(F)cc1	-11	3	-9	-20	-5	-10
26	CCC(=O)N1CCc2cc(S(=O)(=O)NCCCN3CCN(Cc4ccccc4)CC3)ccc21	16	-8	11	6	6	-12
27	Cc1cccc(N2CCN(C(=O)c3ccc(CS(=O)(=O)c4ccccc4C)o3)CC2C)c1 (configuration not stated)	43	18	30	23	20	53*
28	CCC1Nc2ncnc(N3CCc4ccccc4C3)c2N(Cc2ccc(Br)cc2)C1=O (configuration not stated)	14	-14	x	2	24	32
29	O=C(O)c1cccc(S(=O)(=O)Nc2ccccc2N2CCOCC2)c1	-14	-7	-1	-5	5	1
30	O=C(CN1C(=O)c2ccccc2C1=O)NCC(=O)OCC(=O)c1cccc([N+](=O)[O-])c1	-9	10	4	-6	11	2

entry	NR2E3 ag-1	C8 TRAIL sens	KKLEB tox	TWEAK-Fn14 inh	Peg3 prom inh
16	2	4	-2	0	29
17	0	0	-11	3	9
18	x	3	7	31	6
19	2	3	13	-10	0
20	-3	5	-4	-6	6
21	0	2	5	-18	8
22	2	8	-7	5	-10
23	1	0	-9	1	5
24	2	-1	-8	-15	-15
25	2	7	12	8	12
26	0	-19	6	-2	14
27	4	14	-11	36	52*
28	x	-12	-16	15	49
29	2	25	2	-7	5
30	5	-6	-5	12	3

11 of the compounds above, bar-delimited:
cpd | structure | TROY signal inh | Shn3 inh set2 | MITF TRPM1 inh | NR2E3 ag-2 | HIF-2a inh | CF NFkB inh | NR2E3 ag-1 | C8 TRAIL sens | KKLEB tox | TWEAK-Fn14 inh | Peg3 prom inh
9 | COc1ccccc1C(=O)Nc1ccc2c(c1)nc(CCNC(C)=O)n2C | -25 | -24 | -63 | -25 | -181 | -4 | 2 | 23 | 7 | -12 | -173
10 | Nc1nc(COC(=O)c2ccc3c(c2)OCCO3)nc(Nc2ccccc2)n1 | 14 | -13 | 0 | 1 | -10 | 19 | 1 | 4 | -12 | 24 | 8
11 | Oc1ccccc1C1=NN(c2ccccc2)C(c2ccc(F)cc2)C1 (configuration not stated) | 2 | -5 | -28 | -19 | -18 | 15 | x | 21 | 0 | -24 | 6
12 | CC(=O)NCC(=O)NC(Cc1ccccc1)C(N)=O (configuration not stated) | 15 | -3 | 0 | -6 | 11 | -6 | 3 | 1 | 11 | -6 | 5
13 | O=S(=O)(c1cccc(S(=O)(=O)N2CCC(n3nnc4ccccc43)CC2)c1)N1CCCCC1 | 4 | -1 | -4 | -7 | 17 | 5 | 2 | 20 | 5 | -13 | 14
14 | CCNS(=O)(=O)c1ccc(NC(=O)c2cccnc2)cc1 | -14 | -45 | 15 | 0 | -3 | 14 | 1 | -6 | -9 | 28 | 18
15 | COCC1CCCN(Cc2nc(C(c3ccccc3)c3ccccc3)no2)C1 (configuration not stated) | -2 | -18 | 2 | -8 | 8 | -7 | -2 | 1 | 0 | 1 | 8
16 | Cc1cc(NC(=O)CCC(=O)N(c2ccc(F)cc2)C(C(=O)NC2CCCC2)c2ccncc2)no1 (configuration not stated) | 7 | 4 | 1 | -18 | 20 | 4 | 2 | 4 | -2 | 0 | 29
17 | Cc1[nH]c2ccccc2c1/C=N/NS(=O)(=O)c1ccccc1 | 6 | -1 | -7 | -17 | 3 | 6 | 0 | 0 | -11 | 3 | 9
18 | Cc1cccc(N2CN(S(=O)(=O)c3cccc([N+](=O)[O-])c3)c3nc4ccccc4nc32)c1 | 42 | 20 | -1 | -5 | -4 | 2 | x | 3 | 7 | 31 | 6
19 | O=c1c2ccccc2nc2n1CCCCN2 | -8 | 5 | -13 | -14 | 7 | -11 | 2 | 3 | 13 | -10 | 0

The listing continues.
entry	SMILES	TROY signal inh	Shn3 inh set2	MITF TRPM1 inh	NR2E3 ag-2	HIF-2a inh	CF NFkB inh
31	Cc1ccc(S(=O)(=O)[N-]c2nc3ccccc3nc2-n2cc[n+](Cc3ccccc3)c2)cc1	-18	-6	4	-7	-22	27
32	Cn1cc(Br)c(C(=O)Nc2sc3c(c2C(N)=O)CCC3)n1	-69	-23	-43	-93	-233	-9
33	COc1ccc(Cl)cc1C(=O)n1cnc2ccccc21	11	-2	10	-9	-3	14
34	COc1ccccc1C(C)NC(=O)Cc1ccc(S(=O)(=O)N2CCOCC2)s1 (configuration not stated)	-15	6	-2	3	8	12
35	O=C(Nc1ccc2c(c1)OCO2)N1CCN(c2ccccc2Cl)CC1	-59	11	-73	-100	-238	14
36	COc1ccc(OCC(=O)NCCCCCCNC(=O)COc2ccc(OC)cc2)cc1	-24	8	9	8	8	2
37	CC1(C)CC(=O)C(C=Nc2ccccc2Sc2ccccc2)=C(O)C1	13	-4	5	8	3	13
38	COc1ccc(CC(=O)Nc2ccccc2NC(=O)Cc2ccc(OC)cc2)cc1	-7	-14	-7	-46	-20	-15
39	Cc1cccc(OCC2=NS(=O)(=O)c3ccccc3N2)c1	-29	-32	-20	-50	-177	-8
40	Cc1nn(CCC(=O)NCc2ccc(N(C)C)cc2)c(=O)c2nn(-c3ccccc3)c(C)c12	-10	-3	10	-32	6	1
41	CC(NCc1ccc(F)cc1)C(=O)Nc1cc(S(=O)(=O)N2CCCCC2)ccc1Cl (configuration not stated)	10	20	-7	34	11	-12
42	COc1ccc(N2CCN(C(=S)NCc3ccc(C)cc3)CC2)cc1	11	-2	8	-3	11	-15
43	CCOC(=O)c1c(C)[nH]c(C(=O)NNC(=O)c2ccccc2)c1C	-25	-51	-7	-81	-117	-16
44	C=CCN1C(=O)c2ccc(C(=O)N3CCC(C(N)=O)CC3)cc2C1=O	-22	4	-1	7	12	14
45	CC(C)c1nnc(NC(=O)CC(=O)Nc2ccccc2C(=O)O)s1	28	21	32	-22	28	1

entry	NR2E3 ag-1	C8 TRAIL sens	KKLEB tox	TWEAK-Fn14 inh	Peg3 prom inh
31	-1	10	-3	-12	-25
32	0	27	0	-21	-123
33	1	-2	-5	2	-2
34	5	-23	-7	7	10
35	-2	0	8	-32	-171
36	-2	-7	-5	-7	10
37	0	-4	-16	14	-2
38	-1	34	15	24	19
39	1	-1	5	6	-157
40	1	-41	0	-13	0
41	1	-13	-3	-2	12
42	4	-7	26	-6	4
43	1	30	14	53*	-145
44	3	9	7	-9	38
45	0	-15	9	83*	57*

Continued:
entry	SMILES	TROY signal inh	Shn3 inh set2	MITF TRPM1 inh	NR2E3 ag-2	HIF-2a inh	CF NFkB inh
46	CC(=O)N1CCN(C(=O)c2cccc(S(=O)(=O)NCc3ccccc3)c2)CC1	-14	-13	4	-8	4	-11
47	COc1ccc(-n2ncc(C(C)NS(=O)(=O)c3cccs3)c2C)cc1 (configuration not stated)	-7	-2	1	-13	1	8
48	CSc1nc(C)[nH]c(=O)c1C#N	-5	-23	-7	-10	8	14
49	N#CC1=C(SCc2ccccc2)NC(=O)CC1c1ccc(O)cc1 (configuration not stated)	4	-7	1	-3	2	6
50	O=C1CC(SCCc2nc3ccccc3[nH]2)C(=O)N1c1ccc(F)c(Cl)c1 (configuration not stated)	14	0	4	3	11	-6
51	CCCOCC1CC2(SC(=Nc3ccc(C)cc3)NC2=O)C(=O)O1 (configuration not stated)	0	-2	14	-31	-4	-18

entry	NR2E3 ag-1	C8 TRAIL sens	KKLEB tox	TWEAK-Fn14 inh	Peg3 prom inh
46	1	-13	6	15	-16
47	1	-9	-4	6	6
48	-2	-8	-4	0	11
49	0	6	-17	18	22
50	-2	1	-11	0	1
51	3	0	10	2	10

Some of the compounds tested, so the mix of outcomes need not match the whole.
